Screening results as filed in PubChem.
CD11b adhes inh = CD11b/CD18-fibrinogen binding inhibition; hit rate 0.54% among 93,000; inhibition, % at 10 µM; AID 1497; K562 CD11b/CD18 adhesion to fibrinogen, ATPlite luminescence; Mn2+ added to activate the integrin; P05107+P11215;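 active = primary inhibition of 50% or more at 10 µM, then 40% or more on retest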; note: some results filed as inactive read as strong as hits
ERa coact inh = ER-alpha (human) coactivator binding inhibition; P03372; TR-FRET ER-alpha LBD / SRC-1 peptide, estradiol-bound; inhibition, % at 25.6 µM; hit rate 1.7% among 86,000; AID 629; in the data active = inhibition above about 50%;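 note: 0% = receptor plus peptide control and 100% = peptide only without receptor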
FAK inh = FAK (human) kinase inhibition. Q05397. biochemical FAK kinase activity assay. inhibition, %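 (tested at 7 µM)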. hit rate 0.84% among 97,000; in the data active = inhibition above about 19%;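 note: 0% = DMSO and 100% = reference compound high control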
Plk1 PBD FP = blocks phosphopeptide binding to human Plk1 polo box domain; hit rate 0.13% among 97,000; Plk1 PBD phosphopeptide binding, fluorescence polarization; P53350; inhibition, %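 (tested at about 20 µM)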; in the data active = inhibition above about 34%, passing the limit was not always enough
Target sequence (P53350 whole entry, looked up, the tested form may be a part): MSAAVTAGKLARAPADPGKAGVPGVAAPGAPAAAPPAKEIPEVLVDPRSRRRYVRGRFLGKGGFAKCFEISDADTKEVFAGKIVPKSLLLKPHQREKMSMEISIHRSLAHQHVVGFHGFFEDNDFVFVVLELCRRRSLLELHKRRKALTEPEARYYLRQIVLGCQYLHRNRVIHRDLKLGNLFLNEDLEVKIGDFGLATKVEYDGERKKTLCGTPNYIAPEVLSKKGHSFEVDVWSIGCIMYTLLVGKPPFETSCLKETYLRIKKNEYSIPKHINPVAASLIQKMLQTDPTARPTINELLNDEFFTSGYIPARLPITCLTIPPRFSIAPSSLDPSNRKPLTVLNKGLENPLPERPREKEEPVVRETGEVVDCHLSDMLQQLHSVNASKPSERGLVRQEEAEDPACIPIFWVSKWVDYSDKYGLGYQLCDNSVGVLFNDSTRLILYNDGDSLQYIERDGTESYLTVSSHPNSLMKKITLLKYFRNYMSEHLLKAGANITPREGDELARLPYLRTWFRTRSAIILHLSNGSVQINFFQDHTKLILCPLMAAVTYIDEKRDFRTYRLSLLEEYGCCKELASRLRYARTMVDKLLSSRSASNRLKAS
PLK1 inh = blocks human PLK1 kinase activity. hit rate 0.53% among 97,000. inhibition, % at 10 µM. AID 619. recombinant PLK1 kinase, TR-FRET peptide phosphorylation;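 active = inhibition of 50% or more in the single-concentration screen; inactive = inhibition below 50%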;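 note: 0% = DMSO max control and 100% = H-89 dihydrochloride min control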
ERa SRC1 pot = ER-alpha (human) coactivator binding potentiation. P03372. TR-FRET ERalpha-LBD/SRC-Cy5 coactivator binding, 2 h; 100 = basal binding, no effect. coactivator binding (% of control), % at 25.6 µM. hit rate 1.3% among 86,000. AID 639; in the data active = activity above about 200%;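 note: binding measured in presence of low estradiol as agonist stimulus; 0% = peptide alone without receptor and 100% = receptor with peptide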
Mac1 fbg enh = enhancers of human CD11b/CD18 binding to fibrinogen; K562 CD11b/CD18 adhesion to fibrinogen, ATPlite luminescence; activation, % at 10 µM; P05107+P11215; hit rate 0.07% among 93,000; AID 1499;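 active = 10 µM primary screen giving 50% or more activity, confirmed by 40% or more on retest at that dose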; note: strong numbers were not always called active
ERb coact inh = ER-beta (human) coactivator binding inhibition. AID 633. hit rate 1.3% among 86,000. TR-FRET ER-beta LBD / SRC1-Cy5 peptide binding; receptor agonist-loaded with 1 µM estradiol. inhibition, % at 25.6 µM;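 active = compounds whose percent inhibition of the receptor-coactivator binding signal exceeds about 50% in the single-dose screen, limit read from the data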;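 note: 0% = receptor plus peptide wells without compound and 100% = peptide-only wells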
Target sequence (Q92731 whole entry, looked up, the tested form may be a part): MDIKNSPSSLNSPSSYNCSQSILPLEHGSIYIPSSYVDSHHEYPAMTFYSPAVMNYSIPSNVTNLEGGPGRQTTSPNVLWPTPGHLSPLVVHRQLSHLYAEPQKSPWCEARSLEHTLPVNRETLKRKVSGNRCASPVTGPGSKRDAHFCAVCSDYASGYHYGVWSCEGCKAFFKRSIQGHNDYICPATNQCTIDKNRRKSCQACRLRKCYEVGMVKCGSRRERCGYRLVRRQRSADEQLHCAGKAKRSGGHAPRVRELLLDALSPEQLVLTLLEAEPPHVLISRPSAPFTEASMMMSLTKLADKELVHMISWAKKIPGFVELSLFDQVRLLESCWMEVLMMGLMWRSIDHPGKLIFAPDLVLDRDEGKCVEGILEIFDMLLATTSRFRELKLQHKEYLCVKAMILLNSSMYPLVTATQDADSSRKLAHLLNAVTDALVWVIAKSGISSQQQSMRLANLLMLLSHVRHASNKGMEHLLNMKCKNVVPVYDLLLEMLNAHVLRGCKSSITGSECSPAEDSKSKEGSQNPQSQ
HIV Rev-RRE inh = HIV Rev-RRE protein-RNA interaction inhibition. Rev peptide-RRE RNA binding, FRET. hit rate 0.79% among 97,000. inhibition, % at 8 µM. P05866. AID 704;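 active = inhibition above the screen-wide mean plus 3 SD, cut at about 35% in these data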;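 note: 0% = median DMSO wells and 100% = median Neomycin B control wells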
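Assay system: Labelled RRE RNA duplex and labelled Rev peptide | Times: 5 min preincubation and 15 min binding, 25 °C | Detection: FRET, ex 480 nm, em 540 and 671 nm | Evaluation: % inhibition of FRET ratio versus controls | Benchmarks: DMSO wells as 0% and neomycin B wells as 100% inhibition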
Starred values were filed as active, the others as inactive; · = no result given; [ ] = remark or other dose.

Mac1 fbg enh	HIV Rev-RRE inh	PLK1 inh	Plk1 PBD FP	CD11b adhes inh	ERa coact inh	FAK inh	ERb coact inh	ERa SRC1 pot	compound
-3.3	6.9	-1.4	-16.0	-11.6	-8.4	-0.5	-1.8	116.8	CCOc1ccc(NC(=O)C2CC(=O)N(C)C(=Nc3ccc4c(c3)OCO4)S2)cc1 (stereo not drawn)
5.5	-5.5	-9.8	22.2	19.6	28.8	3.4	38.2	71.2[fluorescence artefact?]	Cc1cccc(N2CCN(C(=O)C(Cc3ccccc3)n3cccc3)CC2)c1C (stereo not drawn)
·	6.7	-8.0	-39.4	·	-6.0	0.0	-13.6[fluorescence artefact?]	113.1	O=C1CN=C(Nc2ccccc2Cl)N1c1ccccc1
-1.9	7.1	-12.5	7.0	13.7	-3.7	-1.9	-12.5	102.6	COCc1cc(C)nc(NC2CCCCC2)c1C#N
·	54.5*	-6.0	-9.8	·	-13.4	-1.7	-6.6[fluorescence artefact?]	117.0[fluorescence artefact?]	COc1cccc(/C=C2/CN(C)CC3=C2OC(N)=C(C#N)C3c2cccc(OC)c2)c1 (stereo not drawn)
0.0	-0.5	-6.8	11.3	-0.6	·	1.4	·	·	COc1ccc(NC(=O)C(=O)N/N=C/c2cccnc2)c(OC)c1
-6.2	2.5	4.8	5.3	3.3	·	0.4	·	·	CCCCN1C2=NCCCN2c2cc(C)c(C)cc21
6.1	-2.6	-8.8	-12.2	-8.0	1.2[fluorescence artefact?]	-5.1	-6.8	104.8	CCC(C)(CC(=O)N(C)CCC#N)c1ccccc1 (stereo not drawn)
2.4	5.9	-10.7	0.2	-7.4	20.6	4.0	5.0	99.7	CCOc1ccc(NC(=O)CN2C(=O)COc3ccc(Cl)cc32)cc1
4.4	0.9	-7.3	9.4	-41.0	9.7	-0.8	-10.9	103.7	CC(C)CCNC(=O)NC(=O)COc1ccccc1C#N
1.1	7.3	0.5	-12.9	13.3	0.6[fluorescence artefact?]	-3.2	7.3[fluorescence artefact?]	152.1	COc1cc2nc(-c3ccccc3)nc(N3CCCC3)c2cc1OC
-1.9	1.5	-11.2	9.6	-17.1	·	0.6	·	·	CCOCC(=O)Nc1ccc2c(c1)OCCO2
·	5.1	-3.9	-19.8	·	-9.7	-1.6	-3.1	102.2	Cc1cc2cc(OCC(=O)O)ccc2n1C
10.0	·	·	·	-8.5	4.7	·	1.1	101.2	Fc1cccc(-c2cc3nc4c(c(N5CCC6(CC5)OCCO6)n3n2)CCCC4)c1
0.6	5.9	-10.3	8.7	-19.4	-4.4	-5.5	-0.5	107.7	COc1ccc(C)cc1NC(=O)CCN1CCCC1
·	5.1	-5.0	-2.2	·	-2.3	-8.0	-12.0	95.4	CC(=O)NC1(C(F)(F)F)NC(=O)N(C2CCCCC2)C1=O (stereo not drawn)
-4.1	13.2	-12.5	15.9	-5.3	-1.6	1.5	-0.7	94.7	CCOC(=O)c1oc2ccccc2c1CSc1nnnn1-c1ccccc1
-2.7	·	·	·	-2.2	-17.6	·	-2.5	118.2	CCC1C(O)=C(c2ccccn2)C(=N)N1c1ccccc1 (stereo not drawn)
22.7	-1.4	-9.1	-0.2	12.4	27.0[fluorescence artefact?]	0.6	33.1[fluorescence artefact?]	579.1*[fluorescence artefact?]	COC(=O)c1ccccc1NC(=O)c1cc2ncc(Br)cn2n1
2.5	3.4	-4.1	-12.8	-19.0	-0.6	-1.2	-6.2	101.2	O=C(CSc1nc2ccccc2n1-c1ccccc1)NCC1CCCO1 (stereo not drawn)
0.2	8.5	-17.4	18.0	-9.1	-4.6	-2.9	2.0	100.8[fluorescence artefact?]	CC1(C)CC(=O)c2sc(NC(=O)c3ccc4ncsc4c3)nc2C1
1.6	1.8	-2.8	1.1	-25.8	-3.3	7.8	4.1	87.6	COc1ccc(C(C#N)(CCC#N)CCC#N)cc1OC
2.2	3.8	-2.3	29.4	-18.3	·	-2.8	·	·	C=CCSc1nnc(-c2ccccc2N=Cc2c(C)[nH]n(-c3ccccc3)c2=O)c(=O)[nH]1
·	-0.2	-2.2	-12.1	·	0.3	5.8	-6.5	113.1[fluorescence artefact?]	COc1ccc(C2=NOC(C(=O)NCC(C)C)C2)cc1 (stereo not drawn)

Filtered by structure: the compounds so far with a Cl atom (two)
Mac1 fbg enh	HIV Rev-RRE inh	PLK1 inh	Plk1 PBD FP	CD11b adhes inh	ERa coact inh	FAK inh	ERb coact inh	ERa SRC1 pot	compound
·	6.7	-8.0	-39.4	·	-6.0	0.0	-13.6[fluorescence artefact?]	113.1	O=C1CN=C(Nc2ccccc2Cl)N1c1ccccc1
2.4	5.9	-10.7	0.2	-7.4	20.6	4.0	5.0	99.7	CCOc1ccc(NC(=O)CN2C(=O)COc3ccc(Cl)cc32)cc1

Remaining list, next part:
Mac1 fbg enh	HIV Rev-RRE inh	PLK1 inh	Plk1 PBD FP	CD11b adhes inh	ERa coact inh	FAK inh	ERb coact inh	ERa SRC1 pot	compound
2.6	1.7	8.6	2.2	-1.0	-5.6	3.1	-8.1[fluorescence artefact?]	121.0[fluorescence artefact?]	O=C(COc1ccccc1)NCCSc1ccccc1
-1.1	7.3	-24.8	-34.5	-41.2	0.9	5.5	14.8	134.6	CCOc1ccc2nc(NC(=O)C(CCSC)NS(=O)(=O)c3cccs3)sc2c1 (stereo not drawn)
24.3	1.4	6.9	5.9	4.6	57.6*[fluorescence artefact?]	16.1	43.4[fluorescence artefact?]	79.8[fluorescence artefact?]	CCCCn1c(SCC(=O)NC(=O)NCc2ccco2)nc2cc(S(N)(=O)=O)ccc21
-0.9	5.2	-9.8	-8.0	-6.1	0.8	1.0	6.1[fluorescence artefact?]	58.0[fluorescence artefact?]	CCOc1ccccc1C1C(C#N)=C(N)Oc2cc(N)ccc21 (stereo not drawn)
·	4.8	-2.3	14.3	·	19.6	-1.0	33.6[fluorescence artefact?]	84.6	O=C(Nc1ccc2c(c1)OCCO2)c1cnc2ccccn2c1=O
0.8	8.3	-12.1	0.3	-2.7	-3.7	-0.2	-13.3	124.7[fluorescence artefact?]	COC(=O)c1ccc(-n2nnnc2SC)cc1
1.2	15.7	5.2	-19.4	-37.5	·	2.3	·	·	COCC(C)NC(C(=O)Nc1ccc(C)c(Cl)c1)c1ccccc1 (stereo not drawn)
3.1	·	·	·	3.8	22.6[fluorescence artefact?]	·	24.2[fluorescence artefact?]	155.3	N#Cc1ccccc1CSc1nc2ncc(Br)cc2[nH]1
63.5	18.6	-20.5	-27.9	-10.5	·	9.4	·	·	O=C(CSc1nnc2c3ccccc3c3ccccc3c2n1)Nc1ccccc1F
7.6	13.7	-0.6	-21.0	22.6	-4.0	3.1	-4.7	109.1	CC(C)c1ccc(-c2nnn(Cc3nc4ccccc4s3)n2)cc1
-4.4	7.4	3.9	-18.1	-19.2	4.8[fluorescence artefact?]	-1.1	9.6[fluorescence artefact?]	121.1	Cc1cc(=O)[nH]c(SCC(=O)N2c3ccccc3CC2C)n1 (stereo not drawn)
-3.8	-4.2	-6.5	5.3	-3.6	-13.3	1.2	-1.9	111.4	Cc1cc(N2CCN(C(=O)OC(C)(C)C)CC2)n2ncnc2n1
2.3	4.6	-2.6	-15.1	-9.6	·	-7.3	·	·	O=C(NNC1=NCCCCC1)c1ccccc1
-1.1	18.9	-1.6	17.6	35.6	-0.6	0.6	-1.9	113.2	COc1ccc(CNc2oc(COc3ccc(Cl)cc3)nc2C#N)cc1
·	3.1	-3.7	-6.8	·	·	12.6	·	·	Cc1cccc(OCC(O)CNC(=O)c2ccccc2C(=O)O)c1 (stereo not drawn)
·	0.3	-10.6	-32.4	·	·	8.6	·	·	COc1ccc(CCNC(=O)c2cc(-c3cc(Cl)cc(Cl)c3)oc2C)cc1
-1.2	4.1	-11.3	12.8	-8.2	1.1	-0.7	11.1	99.1[fluorescence artefact?]	C=C(Br)CN1CCN(CC(=C)Br)CC1
2.3	1.8	1.1	-8.8	-35.8	0.4	-2.5	-3.0[fluorescence artefact?]	102.3	Cc1ccc(-n2ncc3c(=O)[nH]c(SCC(=O)N4CCCCC4)nc32)cc1
-3.3	-0.5	-23.7	12.2	-4.0	-3.6	-1.4	-12.2	110.4	COC(=O)C1=CN(C2CC2)C=C(C(=O)OC)C1c1ccccc1OC
-2.8	13.8	-0.6	-16.2	0.6	-4.0	0.2	-7.9	109.7	COC(=O)C1(C)NC(c2ccc(O)cc2)C2C(=O)N(c3ccc4c(c3)OCCO4)C(=O)C21 (stereo not drawn)
0.5	4.0	-0.8	23.4	12.2	-6.4	0.8	-3.3	110.3	CCc1nc(-c2ccc(C)nc2OC)no1
2.6	·	·	·	23.6	-1.3	·	-4.0	128.8	Cc1cc(S(=O)(=O)N2CCN(Cc3ccc4c(c3)OCO4)CC2)cc(C)c1N1CCCC1=O
3.2	·	·	·	-10.1	-2.1	·	-12.1	115.2	COc1ccc(NC(=O)C2CCCN2C(=O)OCc2ccccc2)c(OC)c1 (stereo not drawn)
·	0.2	-9.8	-1.9	·	-2.4	0.1	6.5	95.4	O=S(=O)(c1ccc2oc3ccc(S(=O)(=O)N4CCCC4)cc3c2c1)N1CCCC1
0.7	-2.5	9.4	-22.6	-0.4	1.5	-2.7	-4.5	98.3	COc1ccc(NC(=O)N(CCC(C)C)C(C)c2ccccn2)c(OC)c1 (stereo not drawn)
1.2	3.8	-3.1	-3.6	-46.3	·	0.9	·	·	OCCNCCOc1ccccc1F
-4.1	15.6	-5.5	10.9	47.8	1.5	1.5	-5.0	71.5[fluorescence artefact?]	Cc1ccc(-c2nc3ccccc3s2)cc1S(=O)(=O)N1CCCC1
-4.5	·	·	·	1.9	2.0	·	-7.3	111.1	CCOc1ccc2nc(NC(=O)Cn3cnc4c3c(=O)n(C)c(=O)n4C)sc2c1
·	8.2	-16.2	-1.8	·	-7.8	-1.1	-9.2	116.1	CCOc1ccccc1NC(=O)Cn1c(=O)c2ccccc2n(CC)c1=O
44.8	4.8	-13.4	-16.1	-18.5	-6.0	13.9	4.9	147.4	COc1cccc(-c2cc3nc4c(c(N5CCC6(CC5)OCCO6)n3n2)CCCC4)c1
-4.4	0.8	-1.7	27.2	-0.5	1.6	1.6	-14.9	94.5	COc1ccc(OC)c(S(=O)(=O)n2ccnc2C)c1
1.4	6.2	-3.5	-17.9	-5.4	62.5*	0.2	61.3*	202.7*[fluorescence artefact?]	O=C(CCC(=O)Nc1nnc(C2CCCCC2)s1)NCC1CCCO1 (stereo not drawn)
·	16.8	-5.1	6.5	·	-5.5	3.0	-3.9	89.4	CC1(C)OC(=O)N(c2ccccc2)C12C=Cc1c(ccc3ccccc13)O2 (stereo not drawn)
-0.1	-0.2	-5.2	-12.2	-24.9	-3.5	1.0	-16.7	110.3	CCCC(=O)Nc1ccc(NC(=O)Cc2ccccc2)cn1
12.1	2.7	-5.8	2.0	0.9	44.6[fluorescence artefact?]	2.2	31.0[fluorescence artefact?]	107.7	CCOc1cccc(C(=O)Nc2cccc(-c3nnc(-c4ccccc4)o3)c2)c1
-2.9	6.4	-1.6	26.8	12.7	9.1	-3.0	17.8[fluorescence artefact?]	100.2	Cc1c(C#N)c2ccccc2n1CC(=O)N1CCCC1
-2.5	4.0	-10.9	-14.3	0.8	-8.0	7.0	0.6	152.3[fluorescence artefact?]	Cc1ccc(NC(=O)C2CC(=O)NC(N3CCc4ccccc43)=N2)cc1 (stereo not drawn)

Some of the entries so far, with two lines to a compound:
Values run as follows: Mac1 fbg enh, HIV Rev-RRE inh, PLK1 inh, Plk1 PBD FP, CD11b adhes inh, ERa coact inh, FAK inh, ERb coact inh, ERa SRC1 pot
CCOc1cccc(C(=O)Nc2cccc(-c3nnc(-c4ccccc4)o3)c2)c1
 : 12.1, 2.7, -5.8, 2.0, 0.9, 44.6[fluorescence artefact?], 2.2, 31.0[fluorescence artefact?], 107.7
Cc1c(C#N)c2ccccc2n1CC(=O)N1CCCC1
 : -2.9, 6.4, -1.6, 26.8, 12.7, 9.1, -3.0, 17.8[fluorescence artefact?], 100.2
